Source: PubChem BioAssay (NMMLSC)
T cell modulator: modulates CD8 T cell binding to vesicles; 2C CD8+ T cell-vesicle binding, flow cytometry; stronger effect = lower value; calls only at 7 µM; actives 0.068% (n = 330,000); AID 2052;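 active = response, share of CD8 T cells binding vesicles, and their 90th percentile fluorescence all below set limits, cut at about 80% in these data, passing the limit was not always enough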
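material = purified 2C TCR transgenic mouse naive CD8+ T cells | controls = Unloaded micro-vesicles (low), QL9 vesicles with 0.7% DMSO (high) | detection = cytometric PE anti-B7-1 and Alexa647 anti-CD8 signals after 1% paraformaldehyde fixation | incubation = binding step 1.5 h, 37 °C, antibody labelling 20 min, ice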
T cell modulator vesicle-bound %: recorded beside T cell modulator, whose call it bears; double positive events, %; measured here: CD8+ vesicle-bound cell fraction;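 binding gate set so that unloaded-vesicle control wells show 10% double positive cells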
An asterisk follows results filed as active; i = inactive; + = active, no number.

nr	molecule	T cell modulator	T cell modulator vesicle-bound %
1	O=C(Nc1ccc(C(F)(F)F)cc1[N+](=O)[O-])O[C@H]1[C@H](Cc2ccccc2)NS(=O)(=O)[C@H]2C[C@@H]3C=C[C@]12O3	i	38
2	CC(NC(=O)c1cccc(S(=O)(=O)N2CCCCCC2)c1)c1ccccc1 (stereo not drawn)	i	37
3	CC(NS(=O)(=O)c1ccc(Br)cc1)C(=O)Nc1nc2ccccc2[nH]1 (stereo not drawn)	i	47
4	CCN(CC(=O)Nc1ccc(OC)cc1)C(=O)c1ccc(Cl)c(S(=O)(=O)N2CCCC2)c1	i	45
5	Cc1noc(C)c1NC(=O)Nc1ccc2c(c1)C(=O)N([C@H](C)CO)C[C@H](C)[C@@H](CN(C)C(=O)NC1CCCCC1)O2	i	8
6	CN(C(=O)CSc1nnc(-c2ccccc2F)n1N)C1CCCCC1	i	41
7	CN(c1ccccc1)S(=O)(=O)c1cccc(NC(=O)c2cccc(C#N)c2)c1	i	40
8	O=C(COc1cccc(F)c1)Nc1nc(-c2cccnc2)cs1	i	18
9	COc1ccccc1C(=O)NCC(=O)NCCSc1ccc(Br)cc1	i	38
10	CN(C(=O)COC(=O)CCC(=O)c1ccc(F)cc1)C1CCCCC1	i	56
11	O=C(/C=C/c1cccc(F)c1)OCC(=O)c1ccc[nH]1	i	48
12	O=S(=O)(NCC1CN(S(=O)(=O)c2c(F)cccc2F)C1)c1ccc2c(c1)OCCO2	i	34
13	Cn1nc(C(=O)OCC(=O)Nc2ccc(C(N)=O)cc2)c2ccccc2c1=O	i	43
14	N#Cc1cccnc1N1CCN(C(=O)c2cccc3c2C(=O)c2ccc(Cl)cc2S3(=O)=O)CC1	i	11
15	CN(C(=O)COC(=O)Cn1cnc2c1c(=O)n(C)c(=O)n2C)C1(C#N)CCCCC1	i	19
16	O=C(NCc1ccc2c(c1)OCO2)c1cc([N+](=O)[O-])ccc1N1CCOCC1	i	50
17	C#CCOCCOCCOCCNc1nc(N2CCN(C(=O)C([C@@H](C)O)n3cc([C@@H](N)CCCCN)nn3)CC2)nc(N2CCN(C(=O)[C@H](CO)n3cc([C@@H](N)C(C)C)nn3)CC2)n1 (stereo partly drawn)	i	13
18	COc1ccccc1NS(=O)(=O)c1cccc(C(=O)N/N=C/c2c(CO)cnc(C)c2O)c1	i	42
19	CCOc1ccccc1C(=O)N[C@H](C(=O)OCc1csc(CC(=O)Nc2ccc(C)cc2)n1)C(C)C	i	20
20	COc1cc(/C=N/NC(=O)c2ccc(NS(=O)(=O)c3cccs3)cc2)cc(OC)c1O	+	9.4*
21	CN(Cc1ccco1)c1ncnc2ccc(-c3ccccc3Cl)cc12	i	23
22	O=S(=O)(c1cccc(C(F)(F)F)c1)c1ccc(O)cn1	i	14
23	CC1(C(=O)O)CCC(C(=O)NNC(=O)c2ccccc2Cl)C1(C)C (stereo not drawn)	i	37
24	Cc1[nH]c2ccccc2c1/C=N/NC(=O)c1cccc(Br)c1	i	46
25	COc1ccccc1-c1sc2cc3c(cc2c1-c1ccc(OCCN2CCCCC2)cc1)OCO3	i	9
26	Cc1ccc2c(c1)[C@H]1[C@H](CO2)[C@H](c2ccccc2)[C@]2(C)C(=O)Nc3ccc(Br)cc3C(=O)N12	i	10
27	O=C(c1ccc([N+](=O)[O-])o1)N1CCCCCC1	i	53
28	COCCn1c(SCC(=O)Nc2c(C)n(C)n(-c3ccccc3)c2=O)nnc1-c1ccncc1	i	39
29	N#Cc1ccc(NC(=O)C2=COCCO2)cc1	i	29
30	COc1ccc(-c2cc(C(=O)NCc3ccco3)c3ccccc3n2)cc1OC	i	15
31	O=C(O)C(O)(c1ccccc1)C(O)c1ccccc1 (stereo not drawn)	i	35
32	C[C@@]12C(=O)N(Cc3ccc(F)cc3)CC(=O)N1[C@H]1c3cc(Cl)ccc3OC[C@@H]1[C@@H]2c1ccccc1	i	27
33	CC(NC(=O)CN(C)S(=O)(=O)c1ccc(F)cc1)C1CC2CCC1C2 (stereo not drawn)	i	41
34	Cc1cccc(C(=O)OCC(=O)N2CCCC2=O)c1O	i	30
35	COc1cccc(NC(=O)CSc2nnc(C3CCCCC3)n2N)c1	i	34
36	Cc1ccc(C(=O)CCC(=O)Nc2cc(C)ccn2)cc1	i	23
37	COc1cc(OC)cc(C(=O)NCC(=O)NCCN2C(=O)S/C(=C\c3ccccc3Cl)C2=O)c1	i	19
38	NC(=O)c1ccc(NC(=O)CNC(=O)c2sc3ccccc3c2Cl)cc1	i	22
39	COc1cccc(NC(=O)CN(C)C(=O)c2ccc(S(=O)(=O)Nc3ccccc3C)cc2)c1	i	6
40	COc1ccc(C(=O)NCC(=O)N2CCN(C(=O)c3ccco3)CC2)cc1[N+](=O)[O-]	i	42
41	Cc1ccc(C(=O)OCC(=O)N2CCC(c3ccccc3)=N2)cc1	i	34
42	Cc1cc(C)cc(N2C(=O)CC(c3ccccc3)CC2=O)c1	i	28
43	CCN(CC(=O)Nc1cccc(OC)c1)C(=O)c1cccc(S(=O)(=O)N2CCc3ccccc32)c1	i	38
44	CC[C@@H](C)[C@@H]1CN([C@@H](C)CN2CCC[C@H]2CN2C(N)=NC[C@H]2CC(C)C)C(=N)N1CCc1ccc(Cl)c(Cl)c1	i	17
45	COc1cc(Br)c(CC(=O)NNC(=O)c2ccc(F)cc2)cc1OC	i	35
46	O=c1c2ccccc2ccc2ccc(P(=O)(O)O)cc12	i	34
47	Cn1c(N)c(C(=O)COC(=O)/C=C/c2cccc(Cl)c2)c(=O)n(C)c1=O	i	55
48	COc1cc(/C=C/C(=O)OCC(=O)NC(=O)C2COc3ccccc3O2)ccc1OC(F)F (stereo not drawn)	i	8
49	O=C(COC(=O)c1ccc2ncsc2c1)NCc1cccc(Cl)c1	i	19
50	CSc1ccc(Cl)c(C(=O)N2CCN(CC(=O)N3CCCC3)CC2)c1	i	48
51	COc1ccccc1CNC(=O)COC(=O)c1sc(C)nc1C	i	19
52	COc1cccc(CNC(=O)c2ccc(NC(=O)CC3SC(N4CCCCC4)=NC3=O)cc2)c1 (stereo not drawn)	i	38
53	Cc1nc(SCC(=O)N(CC(C)C)C2CCS(=O)(=O)C2)c2ccccc2n1 (stereo not drawn)	i	26
54	CC(C)(C)OC(=O)Nc1ccc([C@H](NC(=O)OC(C)(C)C)C(=O)OC(C)(C)C)cc1	i	41
55	CC(=O)Nc1ccc(NC(=O)COC(=O)c2ccc([N+](=O)[O-])o2)cc1	i	38
56	COc1ccc(C(=O)c2cn(-c3cccc(Br)c3)nc2C(C)=O)cc1	i	36
57	COc1ccc(NC(=O)CSCC(=O)Nc2ccc(S(=O)(=O)N3CCOCC3)cc2)cc1	i	23
58	CC(Oc1ccc(F)cc1)C(=O)Nc1ccc(S(=O)(=O)NC2=NCCCCC2)cc1 (stereo not drawn)	i	17
59	COc1ccc(C(C)(C)C)cc1NC(=O)c1ccccc1-n1cnnn1	i	35
60	CC(C)c1ccc(NC(=O)CCCN2C(=O)NC(C)(C)C2=O)cc1	i	19

An excerpt from above in order of count of non-hydrogen atoms, highest first:
nr	molecule	T cell modulator	T cell modulator vesicle-bound %
17	C#CCOCCOCCOCCNc1nc(N2CCN(C(=O)C([C@@H](C)O)n3cc([C@@H](N)CCCCN)nn3)CC2)nc(N2CCN(C(=O)[C@H](CO)n3cc([C@@H](N)C(C)C)nn3)CC2)n1 (stereo partly drawn)	i	13
44	CC[C@@H](C)[C@@H]1CN([C@@H](C)CN2CCC[C@H]2CN2C(N)=NC[C@H]2CC(C)C)C(=N)N1CCc1ccc(Cl)c(Cl)c1	i	17
52	COc1cccc(CNC(=O)c2ccc(NC(=O)CC3SC(N4CCCCC4)=NC3=O)cc2)c1 (stereo not drawn)	i	38
4	CCN(CC(=O)Nc1ccc(OC)cc1)C(=O)c1ccc(Cl)c(S(=O)(=O)N2CCCC2)c1	i	45
12	O=S(=O)(NCC1CN(S(=O)(=O)c2c(F)cccc2F)C1)c1ccc2c(c1)OCCO2	i	34
30	COc1ccc(-c2cc(C(=O)NCc3ccco3)c3ccccc3n2)cc1OC	i	15
2	CC(NC(=O)c1cccc(S(=O)(=O)N2CCCCCC2)c1)c1ccccc1 (stereo not drawn)	i	37
47	Cn1c(N)c(C(=O)COC(=O)/C=C/c2cccc(Cl)c2)c(=O)n(C)c1=O	i	55
6	CN(C(=O)CSc1nnc(-c2ccccc2F)n1N)C1CCCCC1	i	41
60	CC(C)c1ccc(NC(=O)CCCN2C(=O)NC(C)(C)C2=O)cc1	i	19
36	Cc1ccc(C(=O)CCC(=O)Nc2cc(C)ccn2)cc1	i	23
34	Cc1cccc(C(=O)OCC(=O)N2CCCC2=O)c1O	i	30
31	O=C(O)C(O)(c1ccccc1)C(O)c1ccccc1 (stereo not drawn)	i	35

(continued)
nr	molecule	T cell modulator	T cell modulator vesicle-bound %
61	Cc1ccc(Cn2c(CCNc3nc(-c4ccc(Cl)c([N+](=O)[O-])c4)cs3)nc3cc(C(=O)NCCCO)ccc32)cc1	i	46
62	CN(C)C1=NCCN1CCc1ccccc1	i	50
63	CCCCNC(=O)Cn1nc(C)c(S(=O)(=O)N2CCOCC2)c1C	i	39
64	CC(C)c1ccc(C2(C)NC(=O)N(CC(=O)NCC3COc4ccccc4O3)C2=O)cc1 (stereo not drawn)	i	25
65	CCc1ccc2c(CC(=O)NNC(=O)c3ccncc3)coc2c1	i	40
66	O=c1cc(CN2CCN(Cc3ccccc3)CC2)c2ccc(O)c(O)c2o1	i	22
67	O=C(Nc1ccc(NC(=O)c2ccccc2F)cc1)c1cccs1	i	30
68	OC1CCCC1	i	31
69	Cc1ccc([C@H]2C(C(=O)O)=CC[C@@H](c3cccc(C)c3)N2S(=O)(=O)c2ccc(C)cc2)cc1	i	15
70	CC(C)(C)CNC(=O)c1cccc2c1C(=O)c1ccc(N3CCCC3)cc1S2(=O)=O	i	17
71	CC1CN(S(=O)(=O)c2cccc(C(=O)NCCc3ccc(S(N)(=O)=O)cc3)c2)CC(C)O1 (stereo not drawn)	i	56
72	CCCCCCCN1C(N(C)C)=NC[C@@H]1Cc1ccccc1	i	13
73	Cc1ccc(C)c(OCCC(=O)Nc2cccc(S(=O)(=O)N3CCCCC3)c2)c1	i	50
74	CC1(c2ccccc2Cl)NC(=O)N(CC(=O)N2c3ccccc3NC(=O)C2(C)C)C1=O (stereo not drawn)	i	54
75	COc1ccc(S(=O)(=O)N2CCCCC2)cc1NC(=O)CCCOc1ccc(C)cc1	i	33
76	COC(=O)[C@]1(Cc2ccccc2)N[C@H](CN(C)C(=O)COc2ccccc2)[C@@H]2C(=O)N(C)C(=O)[C@@H]21	i	19
77	CCOc1ncccc1C(=O)N1CCN(S(=O)(=O)c2cccs2)CC1	i	3
78	O=C1[C@@H]2C3C=CC(O3)[C@@H]2C(=O)N1c1ccccc1	i	18
79	CC(C)(C)OC(=O)NCc1ccc(NC(=O)c2nc[nH]c2C(=O)NCCNC(=O)c2[nH]cnc2C(=O)Nc2ccc(CNC(=O)OC(C)(C)C)cc2)cc1	i	17
80	COc1ccc(NC(=O)CN2C(=O)NC3(CCCCC3C)C2=O)cc1OC (stereo not drawn)	i	39
81	Cc1ccc(OCC(=O)OC(C)C(=O)NC2CCCCC2C)cc1C (stereo not drawn)	i	31
82	COc1ccc(NS(=O)(=O)c2cccc(C(=O)NN=Cc3ccc(OC)c(O)c3)c2)cc1	i	46
83	COc1cccc(-c2ncc3ccccc3c2COC(=O)c2ccc(C(C)(C)C)cc2)c1	i	28
84	O=C(c1ccc(S(=O)(=O)Nc2ccccc2F)cc1)N1CCN(c2ccccn2)CC1	i	8
85	CCOC(=O)/C(C#N)=C/Nc1ccccc1NS(=O)(=O)c1ccc2c(c1)OCCO2	i	4
86	CCOc1ccc(S(=O)(=O)N2CCOCC2)cc1NC(=O)CN1C(=O)NC2(CCCCC2)C1=O	i	22
87	Cc1ccc([C@H]2C(C(=O)O)=CC[C@@H](c3cccs3)N2S(=O)(=O)c2ccc(C)cc2)cc1	i	2
88	N#CCc1ccc(OC(=O)c2cccnc2Cl)cc1	i	22
89	Cn1c(SCC(=O)NC(=O)NCc2ccccc2)nnc1C(F)(F)F	i	2
90	CCOc1ncccc1C(=O)OCC(=O)Nc1ccc(S(=O)(=O)N2CCCC2)cc1	i	18
91	CN(C)c1cc[n+](CC[n+]2ccc(N(C)C)cc2)cc1	i	31
92	Cc1ccc(S(=O)(=O)N2[C@@H](c3cccc(Cl)c3)C(C(=O)O)=CC[C@H]2c2ccc(C(C)C)cc2)cc1	i	18
93	COc1cccc(OCC(O)CN2CCN(C(c3ccccc3)c3ccccc3)CC2)c1 (stereo not drawn)	i	15
94	CC1CCCCC1NC(=O)CN1C(=O)NC(C)(c2cc(F)ccc2F)C1=O (stereo not drawn)	i	34
95	CC[C@@H](CCC=C(C)C)C(=O)N(Cc1ccccc1)c1ccccc1	i	40
96	COc1ccc(NC(=O)CSc2nncs2)cc1S(=O)(=O)N1CCCCC1	i	23
97	COc1ccc(/C(C)=N/Nc2nccnc2Cl)cc1	i	26
98	Cc1cc(C)n(-c2ccc(C(=O)OCC(=O)N3CCN(c4ccccc4)CC3)cc2)n1	i	36
99	O=C(Nc1ccc2c(c1)OCO2)c1ccc(CO)cc1	i	50
100	C[C@@H]1CN([C@@H](C)CO)C(=O)c2cc(NS(C)(=O)=O)ccc2O[C@@H]1CN(C)S(=O)(=O)c1ccccc1	i	16
101	COc1ccc(NC(=O)c2c(C)noc2C(C)C)cc1S(=O)(=O)N1CCCCC1	i	26
102	COc1ccc(N2CCN(C(=O)COC(=O)c3c(-c4ccccc4)noc3C)CC2)cc1	i	35
103	O=C(Cc1ccc(Br)cc1)OCC(=O)c1ccc[nH]1	i	23
104	Cc1cc(C)c(NC(=O)C2CCCO2)c(C)c1 (stereo not drawn)	i	28
105	O=C(Nc1cc(S(=O)(=O)N2CCCCC2)ccc1Cl)C1COc2ccccc2O1 (stereo not drawn)	i	41

These rows are one share of the data; rates above refer to the full screens.
